From PubChem
CHRM5 antagonist – human M5 muscarinic receptor antagonists, primary screen, CHO cells, Fluo-8 calcium fluorescence; 360,000 tested, 0.59% active; inhibition, % at 3 µM; CHO-hM5 cells, ACh EC80; AID 624040, 2012;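 active = inhibition above a per-plate cutoff, the mean of that plate's test compounds plus 3 SD, cut at about 27% in these data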;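 also: 0% = acetylcholine EC80 with DMSO and 100% = DMSO without agonist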
Target sequence (P08912 whole entry, looked up): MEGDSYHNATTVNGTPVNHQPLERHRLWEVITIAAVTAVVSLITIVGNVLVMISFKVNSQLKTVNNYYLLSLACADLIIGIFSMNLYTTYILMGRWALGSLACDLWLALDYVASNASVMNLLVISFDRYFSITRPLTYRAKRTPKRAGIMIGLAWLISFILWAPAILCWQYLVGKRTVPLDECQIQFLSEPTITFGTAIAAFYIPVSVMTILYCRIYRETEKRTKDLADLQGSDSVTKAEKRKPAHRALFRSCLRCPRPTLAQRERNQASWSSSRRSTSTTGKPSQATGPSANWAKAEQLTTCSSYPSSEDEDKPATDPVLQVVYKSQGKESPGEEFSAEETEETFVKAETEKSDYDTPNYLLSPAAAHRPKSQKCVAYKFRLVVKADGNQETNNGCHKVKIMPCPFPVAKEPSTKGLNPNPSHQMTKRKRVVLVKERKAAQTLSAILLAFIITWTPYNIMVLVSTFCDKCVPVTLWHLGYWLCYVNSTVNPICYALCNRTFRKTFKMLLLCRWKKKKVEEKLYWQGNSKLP
CHO-K1 Ca antag – nonselective inhibitor or artifact in parental CHO-K1 cells; ATP-induced calcium, Fluo-8 fluorescence; 360,000 tested, 0.6% active; AID 602250; inhibition, % at 3 µM;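 active = inhibition above a per-plate cutoff, the plate's mean sample inhibition plus 3 SD, cut at about 24% in these data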;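 also: 0% = DMSO plus EC80 ATP and 100% = DMSO alone without ATP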
CHO-K1 Ca PAM – nonselective calcium activators in parental CHO-K1 cells, primary screen, counter-screen for M1 PAM project, cell-based, Fluo-8 calcium fluorescence, full deck, 1536-well; ATP EC20; 0% at ATP EC20, 100% at ATP max; activation, % at 3 µM; 360,000 tested, 0.02% active; AID 602247, 2012;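 active = activation above the run cutoff, the mean activation of all test compounds plus 3 SD, cut at about 40% in these data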;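 also: peak over basal fluorescence ratio in a 140 s read after ATP addition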
M4 antag – human M4 muscarinic receptor antagonists, primary screen, CHO cells, Fluo-8 calcium fluorescence; Muscarinic acetylcholine receptor M4 (Homo sapiens), P08173; inhibition, % at 3 µM; CHO-hM4 cells, ACh EC80; AID 624125, 2012; 360,000 tested, 0.73% active;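 active = inhibition above its plate's cutoff, the mean inhibition of sample wells plus 3 SD, cut at about 27% in these data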;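 also: 0% = acetylcholine EC80 with DMSO and 100% = DMSO without agonist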
Target sequence (P08173 whole entry, looked up): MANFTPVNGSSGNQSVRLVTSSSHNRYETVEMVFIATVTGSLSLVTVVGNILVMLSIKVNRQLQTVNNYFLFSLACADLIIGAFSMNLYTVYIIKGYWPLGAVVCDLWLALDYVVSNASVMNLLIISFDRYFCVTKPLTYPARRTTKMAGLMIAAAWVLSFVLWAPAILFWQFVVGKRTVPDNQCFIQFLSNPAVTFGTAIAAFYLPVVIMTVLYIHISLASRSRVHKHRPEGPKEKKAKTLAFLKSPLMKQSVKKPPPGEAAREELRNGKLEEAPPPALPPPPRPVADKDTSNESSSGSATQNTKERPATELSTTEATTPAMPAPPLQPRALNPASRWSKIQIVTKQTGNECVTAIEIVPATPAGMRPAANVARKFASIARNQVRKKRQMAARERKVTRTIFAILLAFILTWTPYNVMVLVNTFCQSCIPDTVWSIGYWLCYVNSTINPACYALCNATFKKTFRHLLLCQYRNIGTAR
M5 ag – human M5 muscarinic receptor agonists, primary screen, CHO-K1 cells, Fluo-8 calcium fluorescence | CHO-K1 hM5 cells; 0% DMSO wells, 100% maximal acetylcholine response | Muscarinic acetylcholine receptor M5 (Homo sapiens), P08912 | AID 624037, 2012 | activation, % at 3 µM | 360,000 tested, 0.19% active;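 active = activation above the run's mean over test compounds plus 3 SD, cut at about 23% in these data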;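 also: signal is peak over basal fluorescence ratio across the kinetic read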
M5 PAM – human M5 muscarinic receptor positive allosteric modulators, primary screen, CHO-K1 cells, Fluo-8 calcium fluorescence; Muscarinic acetylcholine receptor M5 (Homo sapiens), P08912; CHO-K1 hM5, ACh EC20 PAM; 0% = ACh EC20, 100% = ACh EC100; activation, % at 3 µM; 360,000 tested, 0.3% active; AID 624038, 2012;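 active = activation above the run cutoff, the mean activation of all test compounds plus 3 SD, cut at about 18% in these data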
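Probe or stimulus: acetylcholine, EC20 level; Assay system: human M5 receptor in CHO-K1 cells; Schedule: compound preincubation 140 s before EC20 acetylcholine addition; Technique: intracellular calcium via Fluo-8 fluorescence; Dosing: single-point, 3 µM nominal; Read-out basis: percent activation from peak-over-basal fluorescence ratio, scaled EC20-to-EC100 acetylcholine; Repeats: one well per compound, no replicates.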
M4 PAM – human M4 muscarinic receptor positive allosteric modulators, primary screen, CHO-K1 cells, Fluo-8 calcium fluorescence | Muscarinic acetylcholine receptor M4 (Homo sapiens), P08173 | CHO-K1 hM4/Gqi5, ACh EC20; 0% = ACh EC20, 100% = maximal ACh | activation, % at 3 µM | 360,000 tested, 0.4% active;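 active = activation above its plate's cutoff, the mean activation of sample wells plus 3 SD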; also: some results filed as inactive read as strong as hits
M4 ag – human M4 muscarinic receptor agonists, primary screen, CHO-K1 cells, Fluo-8 calcium fluorescence; CHO-K1 hM4/Gqi5; vehicle 0%, full acetylcholine response 100%; activation, % at 3 µM; 360,000 tested, 0.14% active; AID 624127, 2012;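 active = activation above the run mean over all test wells plus 3 SD, cut at about 32% in these data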;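 also: peak over basal fluorescence ratio per well then scaled between controls; 0% = DMSO wells and 100% = acetylcholine at EC100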
M1 ag parental – counter-screen for M1 agonists: effect in parental CHO-K1 cells; Fluo-8 calcium fluorescence; scaled to maximal ATP response, vehicle zero; activation, % at 3 µM; 360,000 tested, 0.48% active; AID 602248, 2012; in the data active = activation above about 15%;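 also: untransfected CHO-K1 host cells lacking M1 receptor as counterscreen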
Numbers without * were called inactive.

No.	SMILES	CHRM5 antagonist	CHO-K1 Ca antag	CHO-K1 Ca PAM	M4 antag	M5 ag	M5 PAM	M4 PAM	M4 ag	M1 ag parental
1	CCCCN(C)C1=Nc2cccc3cccc1c23	5	15	-21	1	-11	1	-3	0	0.2
2	CCN1C(=O)[C@@H]2[C@H](C1=O)[C@@H]1C(=O)Nc3ccccc3C(=O)N1[C@@H]2c1ccc(Br)cc1	12	-7	13	0	1	0	3	0	1.3
3	CC(=O)CC(=O)Nc1ccc2ccccc2c1	-3	-14	13	-13	-1	13	11	1	2.5
4	CN(CC(=O)Nc1ccc(F)c(F)c1F)C(=O)Cc1ccc(S(=O)(=O)N2CCOCC2)s1	8	-17	5	1	1	3	7	1	0.3
5	CCCCc1cc(=O)oc2cc(O)cc(O)c12	8	5	0	0	-1	1	3	1	1.4
6	CC(=O)Nc1cccc(OCC(=O)NC(C)C(C)C)c1 (configuration not stated)	-3	-14	21	-3	0	4	8	0	0.7
7	O=C1CC(NN2CCCCC2)C(=O)N1c1ccccc1 (configuration not stated)	9	-11	12	-11	5	1	2	1	1.0
8	COc1cc(C(=O)NCC(=O)N/N=C/c2cccs2)cc(OC)c1OC	1	5	11	0	1	-1	1	1	0.0
9	CCCC1CCC(c2ccc(C(N)=O)cc2)CC1 (configuration not stated)	-2	4	-2	-6	2	3	10	1	-0.1
10	O=C(COc1ccc(Br)cc1Cl)NC(=S)N1CCc2ccccc21	10	-1	13	-4	-3	-1	0	1	0.3
11	O=C(COC(=O)c1cncc(Br)c1)NC1CCCCCC1	3	-6	2	-2	-4	-1	-6	1	1.6
12	O=C(Cn1ccc(C(F)(F)F)n1)N/N=C/c1cccs1	-5	-7	20	-7	-1	8	4	1	0.9
13	CC(C)C(NC(=O)c1ccccc1)c1nnc(SCC(=O)NC2CCCC2)n1C (configuration not stated)	1	-13	8	7	-1	1	-5	2	0.5
14	O=C(c1ccco1)N1CCN(c2cc(=O)n(-c3ccc(Cl)cc3)c(=O)[nH]2)CC1	2	3	4	6	0	0	-6	0	-0.2
15	COc1ccc(Cn2cnc3c(N)c(C)c(C)cc32)cc1	10	-3	4	-1	0	-4	-2	1	0.6
16	Cn1nc(C(F)(F)F)c2cc(NC(=O)OCc3ccc(C(C)(C)C)cc3)sc21	-2	-14	-1	-2	4	8	0	0	0.0
17	CC1=NOC(=O)/C1=C/c1ccc(O)cc1	9	0	12	10	5	-17	0	16	5.9
18	Cc1ccc([N+](=O)[O-])c(C(=O)N/N=C/c2cccnc2)c1	7	-10	26	-6	0	-1	3	1	0.6
19	C=CCNc1nc(NCc2ccc(NC(C)=O)cc2)c2sc(-c3ccccc3)cc2n1	16	-4	-1	-5	-3	-13	-1	1	0.2
20	CCOc1ccc(CN(C)C(=O)CN2C(=O)NC3(CCCc4ccccc43)C2=O)cc1 (configuration not stated)	3	-5	-14	-9	-3	-3	0	1	-1.1
21	NS(=O)(=O)c1ccc(NC(=O)COC(=O)CCc2nc3ccccc3c(=O)[nH]2)cc1	2	-13	14	2	1	0	3	1	0.8
22	CCc1ccc(N2CC(C)Cn3c2nc2c3c(=O)[nH]c(=O)n2C)cc1 (configuration not stated)	8	-21	18	-3	-6	-3	0	0	-2.1
23	C=CC[C@@H](CC(=O)NCCO)C(=O)N[C@@H](C)COC(=O)[C@@H](CC=C)Cc1ccc(F)cc1	7	-8	22	-4	0	4	9	2	2.7
24	O=C1CC(c2cccc(Cl)c2)Cc2nc(N3CCOCC3)ncc21 (configuration not stated)	-2	-6	18	0	-4	4	12	2	0.1
25	Oc1cccc(C(=S)N2CCN(Cc3ccccc3)CC2)c1	1	20	-7	5	-3	-4	-7	1	0.0
26	C=C1CCC[C@]2(C)C[C@H]3OC(=O)C(CNC(C)CCCC(C)C)[C@H]3CC12 (some centres not stated)	7	-15	21	1	-6	0	-3	1	1.6
27	O=C(Nc1nnc(SCc2ccccn2)s1)C1CC(=O)N(c2ccccc2)C1 (configuration not stated)	-10	2	6	-6	0	0	13	1	1.1
28	CCOc1ccc(S(=O)(=O)Nc2ccc(F)cc2)c(C)c1C	5	-18	0	-4	-1	-11	-3	7	3.4
29	O=C(NCCc1ccc(Cl)cc1)c1cc(-c2ccncc2)nc2ccccc12	19	-5	14	3	-8	-11	-15	9	3.1
30	CN(C)CCN1CC(O)=C(c2nc3ccccc3s2)C1=N	11	-6	1	5	3	-2	-10	1	0.7

Following part.
No.	SMILES	CHRM5 antagonist	CHO-K1 Ca antag	CHO-K1 Ca PAM	M4 antag	M5 ag	M5 PAM	M4 PAM	M4 ag	M1 ag parental
31	CCOc1ccc(NC(=S)NCCCN2CCN(C3CCCCC3)CC2)cc1	-2	-8	10	14	-4	-5	-19	1	-0.6
32	CC(=O)Nc1ccc(S(=O)(=O)Nc2nc3ccccc3nc2Cl)cc1	18	-4	12	1	1	-7	-8	15	4.0
33	Cc1cc(SC(C)C(=O)Nc2c(C)n(C)n(-c3ccccc3)c2=O)nc2ccccc12 (configuration not stated)	3	-8	-1	-10	-7	3	8	0	-0.2
34	Cc1ccc2cc(CN(Cc3ccco3)C(=O)C3CCCCC3)c(=O)[nH]c2c1C	0	-1	12	2	-1	4	15	1	0.2
35	CC(=O)N1CCCc2cc(S(=O)(=O)N3CCC(C)CC3)ccc21	-4	-5	15	-1	1	-4	-13	2	1.2
36	COCCNC(=O)/C(C#N)=C/c1ccc(C)o1	1	1	-6	-8	1	11	8	0	-0.4
37	COc1cccc(N2CCN(C(=O)c3ccc(OC)c(S(=O)(=O)NC4CC4)c3)CC2)c1	3	-3	11	-3	3	0	2	3	0.9
38	COc1ccc(Br)cc1/C=C/C(=O)Nc1c(C)cccc1C	2	7	-5	-2	-4	-1	3	-2	1.4
39	COc1ccc(NC(=O)C2CCCN(c3ncnc4onc(-c5ccc(F)cc5)c34)C2)cc1 (configuration not stated)	-4	-16	29	-9	-2	2	12	3	0.5
40	COCCn1nnnc1C(c1ccccc1)N1CCN(Cc2ccc3c(c2)OCO3)CC1 (configuration not stated)	-3	6	-5	-1	-11	-2	-5	0	0.0
41	CC(Nc1ccc2c(c1)OCCO2)C(=O)Nc1ccc2c(c1)OCO2 (configuration not stated)	4	-5	-2	3	3	-7	-5	4	2.8
42	CC(C)(C)NCC(O)COc1cccc2c1CCC(=O)N2 (configuration not stated)	9	22	-15	4	-1	-9	-3	0	-0.3
43	COc1ccc(C2=NOC(C(=O)Nc3ccc4c(c3)OCO4)C2)cc1 (configuration not stated)	-3	-5	-13	-7	-2	-3	4	1	0.1
44	COC(=O)c1cc(NC(=O)CC2C(=O)NCCN2C(=O)c2ccccc2)cc(C(=O)OC)c1 (configuration not stated)	-10	-11	-4	-6	-4	5	3	1	-0.7
45	CN(C(=O)COC(=O)/C=C/c1ccc2ccccc2n1)c1c(N)n(Cc2ccccc2)c(=O)[nH]c1=O	11	-13	-7	3	0	-9	-1	1	0.1
46	O=C(NNc1c2ccccc2nc2ccccc12)c1cccc(O)c1	-8	-3	16	6	1	-6	-4	6	0.6
47	CC(C)CC(=O)Nc1nnc(S(=O)(=O)N(C)Cc2ccco2)s1	1	-2	4	3	-4	7	-2	2	2.3
48	CC[C@H](C)/C=C(C)/C=C/C1=CC2=CC(=O)[C@]3(C)OC(=O)[C@@H](C(C)=O)[C@@H]3C2=CO1	6	-2	-11	2	1	-11	-7	3	0.8
49	O=C(Nc1ccc(C(=O)N2CCCCC2)cc1)c1cccs1	9	8	-12	12	-1	3	-4	3	-0.2
50	CN(C)S(=O)(=O)c1ccc(C(=O)NCC2(N3CCOCC3)CCCCC2)cc1	7	-4	13	-2	-1	6	17	0	0.1
51	Cc1cccc(NC(=O)CCN2CCC(C(N)=O)CC2)c1	0	-1	-7	-13	0	5	3	2	0.6
52	CCOc1ccc(S(=O)(=O)NCc2cccnc2)cc1	9	-13	10	-32	0	-5	13	4	3.5
53	CC(C)(CCO)Nc1ncnc2onc(-c3ccc(F)cc3)c12	6	-1	11	-3	2	1	1	1	1.6
54	COc1ccc(Cc2nnc(NC(=O)CSc3ccccc3)s2)cc1OC	-3	-8	19	-6	28*	-1	1	14	7.4
55	C=CCSc1nnc(CCc2ccccc2)n1N	8	12	-6	-4	-1	5	6	0	0.2
56	CC(C)NC(=O)COc1coc(CN2CCN(c3cccc(Cl)c3)CC2)cc1=O	-11	-10	18	-5	0	4	4	3	3.9
57	COc1cc(OC)cc(-c2nnc(SCC(=O)N(Cc3ccccc3)C(C)(C)C)o2)c1	3	-3	0	-4	2	-3	3	5	0.6
58	O=C(COC(=O)c1ccc(Br)o1)NCCNC(=O)COC(=O)c1ccc(Br)o1	5	-5	3	-5	2	-1	-1	0	1.2
59	O=C1COc2ccc(C(=O)CSc3nnc(Cc4cccs4)n3-c3ccccc3)cc2N1	8	-5	7	4	2	-9	-3	6	1.4
60	C=CCc1cccc2cc(C(=O)NC(C)(C)C)c(=O)oc12	1	-5	12	9	1	3	22	1	0.3

Following part:
No.	SMILES	CHRM5 antagonist	CHO-K1 Ca antag	CHO-K1 Ca PAM	M4 antag	M5 ag	M5 PAM	M4 PAM	M4 ag	M1 ag parental
61	COc1cc(SC)ccc1C(=O)NCc1ccc(C)cc1	14	0	-7	5	-5	-12	-3	-1	0.1
62	CC1(C(=O)CSc2nc3ccccc3s2)CCC(=O)O1 (configuration not stated)	-5	-3	9	-8	0	-1	7	1	-0.1
63	Cc1ccc(NC(=O)CSCC(=O)N(C)Cc2c(F)cccc2Cl)cc1	4	-11	20	-6	3	4	-6	7	6.9
64	CC1CCc2c(sc3ncnc(SCC(=O)N(C)C4CCS(=O)(=O)C4)c23)C1 (configuration not stated)	2	-12	1	-7	0	-1	8	3	0.0
65	CCCCN1C(=O)/C(=C2\SC(N3CCCCC3)=NC2=O)c2ccccc21	9	-16	33	-3	3	0	6	0	0.4
66	O=C(O)C1CC=CCC1C(=O)NCCCCc1ccccc1 (configuration not stated)	2	-16	13	-13	-4	1	6	0	1.0
67	CCn1c(SCC(=O)Nc2ccc(C)cc2)nc2nc3c(cc2c1=O)CCCC3	-5	-13	16	-6	1	3	12	3	0.4
68	COc1ccccc1OCC(=O)NC1CCSc2ccccc21 (configuration not stated)	2	-21	17	-3	-4	-5	4	0	0.7
69	CC(C)(C)c1cc(C(=O)NCc2cccnc2)ccn1	9	10	19	-2	1	-6	6	-1	0.2
70	CCc1cc(=O)oc2cc(OCC(=O)N3CCC(C(N)=O)CC3)ccc12	1	4	-1	13	1	0	-4	0	0.1

In a second layout: two of the compounds above
Results follow in this order: CHRM5 antagonist, CHO-K1 Ca antag, CHO-K1 Ca PAM, M4 antag, M5 ag, M5 PAM, M4 PAM, M4 ag, M1 ag parental
#65 CCCCN1C(=O)/C(=C2\SC(N3CCCCC3)=NC2=O)c2ccccc21
  9, -16, 33, -3, 3, 0, 6, 0, 0.4
#66 O=C(O)C1CC=CCC1C(=O)NCCCCc1ccccc1 (configuration not stated)
  2, -16, 13, -13, -4, 1, 6, 0, 1.0

Hits appear at their usual frequency, and some 2.7% of all compounds hit somewhere here.
